Source: PubChem
FBPA Giardia inh: inhibitors of Giardia lamblia fructose-1,6-bisphosphate aldolase | AID 2451 | 0.71% of 290,000 active | purified Giardia FBPA | Potency, µM (highest dose often 59.6 µM), for the others: at the top dose activity, negative = inhibition, actives largely listed as inhibitors; note: potency is the fitted concentration of half-maximal effect; % is set by controls: 0 for no effect and ±100 for the full control effect; nearly all actives have a fitted effect of over 55% in size
Target sequence (A8B2U2 whole entry, looked up): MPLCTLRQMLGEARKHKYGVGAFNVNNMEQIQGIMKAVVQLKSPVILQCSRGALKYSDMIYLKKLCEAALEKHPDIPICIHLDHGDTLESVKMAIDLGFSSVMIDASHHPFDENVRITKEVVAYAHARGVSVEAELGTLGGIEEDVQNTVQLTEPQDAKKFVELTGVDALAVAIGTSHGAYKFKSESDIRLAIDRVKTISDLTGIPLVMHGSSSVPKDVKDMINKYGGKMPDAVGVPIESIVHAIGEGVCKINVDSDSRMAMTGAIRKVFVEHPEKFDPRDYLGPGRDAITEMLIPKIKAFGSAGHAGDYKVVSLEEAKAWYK
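40 nM FBPA preincubated 10 min at RT with compound (up to 57.5 uM final), then substrate plus GAPDH/TPI/NAD/arsenate coupling and diaphorase/resazurin added. Fluorescence read after 20 min at RT, 525/598 nm.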
AMA1-RON2 inh: inhibitors of Plasmodium falciparum AMA1-RON2 interaction; AID 720542; AlphaScreen AMA1-biotinylated RON2 peptide binding; Potency, µM (series often up to 58.2 µM), for the others: at the top dose activity change, negative = inhibition, usual class: inhibitors; 0.2% of 360,000 active;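 note: potency is the fitted concentration of half-maximal effect; 0% = vehicle wells and -100% = peptide control; nearly all actives have a fitted effect of over 45% in size; some results filed as inactive show a strong effect at the top dose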
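AMA1 (3D7) with his tag at 25 nM final met compounds first, then biotinylated RON2 peptide at 25 nM; detection used donor plus acceptor beads, 10 µg/mL apiece, read by AlphaScreen after 30 min at room temperature.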
AmpC no deterg: inhibitors of E. coli AmpC beta-lactamase without detergent. AmpC nitrocefin hydrolysis, absorbance 480 nm, 0.0001% Triton. Potency, µM (titrated, usually from 57.1 µM), for the others: at the top dose activity change, negative = inhibition, most hits filed as inhibitors. 0.52% of 330,000 active. AID 485341;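 note: potency is the fitted concentration of half-maximal effect; plate controls were no compound for no effect and no enzyme for full effect; nearly all actives have a fitted effect of over 20% in size; some results filed as inactive show a strong effect at the top dose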
Target sequence (P00811 whole entry, looked up): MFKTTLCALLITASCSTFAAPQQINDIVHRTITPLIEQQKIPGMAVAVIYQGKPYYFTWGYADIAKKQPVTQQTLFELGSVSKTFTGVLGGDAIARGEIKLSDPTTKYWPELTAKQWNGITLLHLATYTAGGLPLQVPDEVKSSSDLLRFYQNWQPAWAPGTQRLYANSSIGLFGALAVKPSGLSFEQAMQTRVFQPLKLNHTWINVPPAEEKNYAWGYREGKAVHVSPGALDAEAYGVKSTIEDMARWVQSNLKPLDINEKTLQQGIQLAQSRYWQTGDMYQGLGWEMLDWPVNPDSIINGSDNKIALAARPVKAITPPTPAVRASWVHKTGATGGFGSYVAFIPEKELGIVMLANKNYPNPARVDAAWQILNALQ
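AmpC (5.3 nM in the dispensed reagent) in 20 mM phosphate pH 7.0 with 0.01% (detergent screen) or 0.0001% Triton X-100 was preincubated with compounds for 15 min at room temperature. Nitrocefin was then added from an 800 uM solution, and hydrolysis was followed at 480 nm.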
HCMV inh: inhibitors of human cytomegalovirus. activity change, negative = inhibition, % at 57.5 µM. AID 1259415. HFF cells, HCMV-luciferase reporter, 72 h; active compounds read low. 4.5% of 410,000 active; in the data active = activity change below about -60%; inconclusive = no clear call, values can overlap the other calls; inactive = above about -39%; note: % is set by controls: 0 for no effect and ±100 for the full control effect
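Screen run at 2 compound doses on HFFs infected with reporter HCMV, MOI 1 PFU/cell. Luciferase activity from cell lysates at 72 h post infection gave inhibition relative to buffer-only and Salinomycin wells.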
Shiga toxin inh: blocks Shiga toxin action in Vero cells; Vero cells, Shiga toxin protein synthesis inhibition reporter; inhibition, % at 38.7 µM; 9.2% of 290,000 active; in the data active = inhibition mostly above about 28%, no sharp cut-off; inactive = mostly below about 43%; note: 0% is about no effect
AmpC detergent: inhibitors of E. coli AmpC beta-lactamase with detergent | AmpC hydrolysis of nitrocefin, absorbance 480 nm, 0.01% Triton | Potency, µM (top dose mostly 114 µM), inactives show at the top dose activity change, negative = inhibition, usual class: inhibitors | 0.041% of 370,000 active | AID 485294;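 note: potency is the fitted concentration of half-maximal effect; 0% = no-compound wells and -100% = no-enzyme wells; nearly all actives have a fitted effect of over 25% in size; some results filed as inactive show a strong effect at the top dose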
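AmpC (5.3 nM in the dispensed reagent) in 20 mM phosphate pH 7.0 with 0.01% (detergent screen) or 0.0001% Triton X-100 was preincubated with compounds for 15 min at room temperature. Nitrocefin was then added from an 800 uM solution, and hydrolysis was followed at 480 nm.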
CHX counter: affects cycloheximide protein synthesis inhibition readout, counter-screen. cell reporter, cycloheximide protein synthesis inhibition counterscreen. max response, %. 12% of 300,000 active. AID 2314; in the data active = max response mostly above about 13%, no sharp cut-off; inactive = mostly below about 14%; note: read at 38.3 µM for the half of the compounds with a filed dose; 0% is about no effect
Numbers without * were called inactive; u = inconclusive; x = not tested or not shown; & = joins results of further samples; [ ] = remark or other dose. Unless noted, calls come from the whole dose curve; as a rule, active = well fitted curve in the direction sought with a large enough effect; inconclusive = small, poorly fitted or top-dose-only effect, or another doubt; inactive = no such curve, though single readings can be large; an effect the other way counts as inactive or inconclusive.

Structure | FBPA Giardia inh | AMA1-RON2 inh | AmpC no deterg | HCMV inh | Shiga toxin inh | AmpC detergent | CHX counter
CC(=O)c1cccc(NC(=O)c2cc(-c3ccc(F)cc3)on2)c1 | -1% | 21% | -14% | 60 | -5 | -12% | -1
Cc1cc(C)cc(N(CC(=O)NC(C)C)C(=O)CCC(=O)Nc2ccccn2)c1 | 5% | 21% | -13% | 53 | -7 | 3% | -1
O=C(N/C(=C/c1cccs1)C(=O)N1CCOCC1)c1ccccc1 | 5% | 4% | 0% | -29 | 30 | 4% | 6
CC(=O)N/N=C(\N)c1nonc1N | u | 107%[activator] | 0% | -35 | 23 | -8% | 6
CCCN(C(=O)C(C)Oc1cccc(Cl)c1)c1c(N)n(Cc2ccccc2)c(=O)[nH]c1=O (stereo unspecified) | 2% | -1% | -13% | 61 | -6 | -10% | 4
COc1ccc(N2CCN(C(=O)CN3CCN(c4nc(-c5ccc(F)cc5)cs4)CC3)CC2)cc1 | -9% | -7% | 6% | -27 | -2 | 2% | -2
COc1cccc(NC(=O)CCNS(=O)(=O)c2ccc3c(c2)CC(C)N3C(=O)C2CC2)c1 (stereo unspecified) | -1% | 1% | -17% | -71* | -10 | -6% | 9
CCN1CCN(C(c2cccs2)C(C)NS(=O)(=O)c2ccc(F)cc2)CC1 (stereo unspecified) | 0% | 6% | -13% | 26 | -4 | u | -2
COc1ccccc1-n1nc(C)c(-c2ccccc2)c1N | 3% | -9% | -8% | 61 | -1 | 0% | 1
COc1ccccc1C(c1nnnn1C(C)(C)C)N1CCN(Cc2ccncc2)CC1 (stereo unspecified) | -14% | -6% | 28% | -27 | -6 | -11% | -2
CC(C)(C)NC(=O)COC(=O)c1cc(F)c(F)cc1Cl | 0% | 15% | -3% | 30 | -13 | -8% | -2
O=C(CCCN1C(=O)C2CC=CCC2C1=O)Nc1ccccc1F (stereo unspecified) | x | 0% | -13% | 12 | 33 | 7% | 0
N#CCC(=N)N1CCN(c2cccc(Cl)c2)CC1 | -1% | -4% | u | 26 | 18 | -4% | 1
O=C(COc1ccc2oc(-c3ccco3)cc(=O)c2c1)N1CCCCC1 | 2% | -4% | -5%[2.29 µM] | -2 | 9 | -1% | 10
C=C1CCN(C(Cc2ccccc2)C(=O)NCc2ccc(Cl)cc2)S(=O)(=O)c2ccccc21 (stereo unspecified) | 1%&0% | x | x | x | -2&12 | x | 10&5
O=C1CCC(=O)N(O)CCCCCNC(=O)CCC(=O)N(O)CCCCNC(=O)CCC(=O)N(O)CCCCCN1 | -12% | 167%[activator] | -10% | 20 | -4 | 10% | -5
O=c1[nH]cnc2c1c(-c1ccccc1)cn2-c1ccc(F)cc1 | 0% | -10% | -21% | -27 | -7 | -10% | -2
O=C(Nc1ccc(Cc2ccc(NC(=O)C3CC3)c(O)c2)cc1O)C1CC1 | 2% | 4% | -44% | 13 | -5 | 2% | -3
Brc1cccc(/C=N\n2cnnc2)c1 | -3% | 4% | 0% | 40 | -21 | -2% | 4
Cc1nc(C(=O)NNC(=O)c2c(-c3c(Cl)cccc3Cl)noc2C)cs1 | -14% | 127%[activator] | -20% | u | -10 | 4% | -1

Other compounds.
Structure | FBPA Giardia inh | AMA1-RON2 inh | AmpC no deterg | HCMV inh | Shiga toxin inh | AmpC detergent | CHX counter
CCC(C(=O)N1CCOCC1)n1nc(C)n2c(cc3cc(C)ccc32)c1=O (stereo unspecified) | -3% | 2% | 21% | -12 | -4 | -7% | 1
CCc1ccc(NC(=O)C(C)Sc2nc(-c3ccco3)c(C#N)c(=O)[nH]2)cc1 (stereo unspecified) | -8% | 0% | -32% | 3 | 4 | -13% | 4
Cc1nnc(NC(=O)CSc2nc3ccccc3o2)s1 | 0% | -4% | -6% | 42 | -3 | u | -1
CSc1nnc(NC(=O)c2cccc(S(=O)(=O)N3CCOCC3)c2)s1 | x | 19% | -14% | 58 | 14 | -15% | 3
Cc1ccc(Oc2ccc(Cl)cc2NC(=O)c2ccc(F)cc2F)cc1 | 0% | 0% | -39% | 21 | -2 | -4% | -3
Cc1cc(=O)[nH]c(N2CCCC2)n1 | 2% | 0% | -18% | 21 | -7 | 0% | -3
O=C1CCC(=O)N1c1ccc(S(=O)(=O)Nc2cccc([N+](=O)[O-])c2)cc1 | -6% | 0% | -12% | 8 | -3 | 3% | 5
COc1cccc(NC(=O)C(OC(=O)c2ccc([N+](=O)[O-])o2)c2ccccc2)c1 (stereo unspecified) | -21% | -13% | -40% | 24 | 16 | 1% | -1
C=CCNC(=S)Nc1ccc(OC(=O)Nc2ccc(Cl)c(Cl)c2)cc1 | u | 25% | -51% | -12 | 27 | -4% | 12
COc1ccc(NC(=O)Nc2ncccc2C)cc1 | 0% | 3% | -21% | 170 | 63* | u | 20*
COc1cc(/C=C2\C(=O)N(c3ccccc3)N=C2C)ccc1Oc1ccc([N+](=O)[O-])cc1[N+](=O)[O-] | -27% | -28% | -33% | 0 | -3 | -22% | 15
CCN(CC)C1=NC(=[N+](CC)CC)c2ccccc21 | 5% | 3% | 1% | -103* | -5 | 0% | -3
COc1ccc(C(NC(=O)CN2C(=O)NC3(CCc4ccccc43)C2=O)c2ccc(OC)cc2)cc1 (stereo unspecified) | x | -1% | -17% | -12 | x | 0% | x
CCOC(=O)C1CCC2(CC1)C(C#N)=C(N)Oc1n[nH]c(C)c12 (stereo unspecified) | 0% | -11% | -24% | 6 | 21 | u | 1
CSc1ccc(-c2sc(Nc3ccccc3)n[n+]2-c2ccc(F)cc2)cc1 | u | -9% | -27% | x | 8 | -6% | -1
COc1ccc(S(=O)(=O)N(C)c2ccc(C(=O)NC3CC3)cc2)cc1 | x | 0% | -18% | -12 | -11 | 4% | -1
COc1cc(OC)cc(C(=O)NC(C)CCc2ccccc2)c1 (stereo unspecified) | -7% | 10% | -11% | -1 | -2 | -18% | -2
C=Cn1ccnc1P(=S)(c1c(C)nn(-c2ccccc2)c1C)c1nccn1C=C | 7% | -5% | 165%[activator] | -34 | -8 | -7% | 13
CCOc1ccc(CN2CCN(Cc3cccc4nonc34)CC2CCO)cc1 (stereo unspecified) | 0% | 1% | 57% | -19 | -7 | 1% | -2
COc1cc(/C=N/NC(=O)c2cccc3ccccc23)cc(OC)c1O | 10% | 20% | -18% | u | 17 | u | 1

Record cards, from the list above:
COc1cc(OC)cc(C(=O)NC(C)CCc2ccccc2)c1 (stereo unspecified) across the screens: FBPA Giardia inh = -7%; AMA1-RON2 inh = 10%; AmpC no deterg = -11%; HCMV inh = -1; Shiga toxin inh = -2; AmpC detergent = -18%; CHX counter = -2
CCOc1ccc(CN2CCN(Cc3cccc4nonc34)CC2CCO)cc1 (stereo unspecified) across the screens: FBPA Giardia inh = 0%; AMA1-RON2 inh = 1%; AmpC no deterg = 57%; HCMV inh = -19; Shiga toxin inh = -7; AmpC detergent = 1%; CHX counter = -2

A stretch from further up:
Structure | FBPA Giardia inh | AMA1-RON2 inh | AmpC no deterg | HCMV inh | Shiga toxin inh | AmpC detergent | CHX counter
Cc1nnc(NC(=O)CSc2nc3ccccc3o2)s1 | 0% | -4% | -6% | 42 | -3 | u | -1
CSc1nnc(NC(=O)c2cccc(S(=O)(=O)N3CCOCC3)c2)s1 | x | 19% | -14% | 58 | 14 | -15% | 3
Cc1ccc(Oc2ccc(Cl)cc2NC(=O)c2ccc(F)cc2F)cc1 | 0% | 0% | -39% | 21 | -2 | -4% | -3
Cc1cc(=O)[nH]c(N2CCCC2)n1 | 2% | 0% | -18% | 21 | -7 | 0% | -3
O=C1CCC(=O)N1c1ccc(S(=O)(=O)Nc2cccc([N+](=O)[O-])c2)cc1 | -6% | 0% | -12% | 8 | -3 | 3% | 5
COc1cccc(NC(=O)C(OC(=O)c2ccc([N+](=O)[O-])o2)c2ccccc2)c1 (stereo unspecified) | -21% | -13% | -40% | 24 | 16 | 1% | -1
C=CCNC(=S)Nc1ccc(OC(=O)Nc2ccc(Cl)c(Cl)c2)cc1 | u | 25% | -51% | -12 | 27 | -4% | 12
COc1ccc(NC(=O)Nc2ncccc2C)cc1 | 0% | 3% | -21% | 170 | 63* | u | 20*
COc1cc(/C=C2\C(=O)N(c3ccccc3)N=C2C)ccc1Oc1ccc([N+](=O)[O-])cc1[N+](=O)[O-] | -27% | -28% | -33% | 0 | -3 | -22% | 15
CCN(CC)C1=NC(=[N+](CC)CC)c2ccccc21 | 5% | 3% | 1% | -103* | -5 | 0% | -3
COc1ccc(C(NC(=O)CN2C(=O)NC3(CCc4ccccc43)C2=O)c2ccc(OC)cc2)cc1 (stereo unspecified) | x | -1% | -17% | -12 | x | 0% | x
CCOC(=O)C1CCC2(CC1)C(C#N)=C(N)Oc1n[nH]c(C)c12 (stereo unspecified) | 0% | -11% | -24% | 6 | 21 | u | 1
CSc1ccc(-c2sc(Nc3ccccc3)n[n+]2-c2ccc(F)cc2)cc1 | u | -9% | -27% | x | 8 | -6% | -1
COc1ccc(S(=O)(=O)N(C)c2ccc(C(=O)NC3CC3)cc2)cc1 | x | 0% | -18% | -12 | -11 | 4% | -1
COc1cc(OC)cc(C(=O)NC(C)CCc2ccccc2)c1 (stereo unspecified) | -7% | 10% | -11% | -1 | -2 | -18% | -2
C=Cn1ccnc1P(=S)(c1c(C)nn(-c2ccccc2)c1C)c1nccn1C=C | 7% | -5% | 165%[activator] | -34 | -8 | -7% | 13
CCOc1ccc(CN2CCN(Cc3cccc4nonc34)CC2CCO)cc1 (stereo unspecified) | 0% | 1% | 57% | -19 | -7 | 1% | -2
COc1cc(/C=N/NC(=O)c2cccc3ccccc23)cc(OC)c1O | 10% | 20% | -18% | u | 17 | u | 1

Next part
Structure | FBPA Giardia inh | AMA1-RON2 inh | AmpC no deterg | HCMV inh | Shiga toxin inh | AmpC detergent | CHX counter
CC1=C(C(=O)OCC(Cl)(Cl)Cl)N2C(=O)C(NC(=O)Cc3ccccc3)C2SC1 (stereo unspecified) | -12% | -2% | -29% | 4 | -2 | -2% | 5
O=C(Cc1cccs1)NCc1ccco1 | 4% | -5% | -22% | -7 | 10 | -1% | -3
COc1ccc(CN(C)C(=O)COC(=O)c2c(-c3ccccc3Cl)noc2C)cc1 | -6% | -15% | 5% | 3 | -10 | -3% | 7
O=C(Nc1ccc(F)cc1)c1oc2ccccc2c1NC(=O)C1CC1 | x | 4% | -28% | -60* | -6 | 0% | -1
Cc1cc(C)c(C)c(S(=O)(=O)N2CCN(c3ccc(O)cc3)CC2)c1C | -13% | u | -30% | -32 | 3 | 0% | -2
CN(CC(=O)O)S(=O)(=O)c1ccc2oc3ccccc3c2c1 | 5% | -1% | -18% | -9 | -11 | 0% | 1
Cc1c(Cl)cccc1NC(=O)CC1SC(=NCC2CCCO2)NC1=O (stereo unspecified) | 5% | -16% | -26% | -40 | -4 | 0% | -5
NC(=O)CSP(=O)(c1ccccc1)c1ccccc1 | u | 2% | -14% | -10 | 22 | 0% | -1
CC(C)(C)c1ccc2c(c1)C(=O)c1ccccc1C2=O | 0% | u | -24% | -20 | 77* | -12% | 32*
Cc1cc(-c2nc3ncccc3o2)ccc1NC(=O)CC(C)C | 1% | 0% | -17% | 50 | 10 | -11% | 7

The order is random, and some 16% of all compounds hit somewhere here.
